High-throughput results as filed in PubChem.
TEAD-YAP inh: TEAD-YAP interaction inhibition | 1.4% of 640,000 active | HEK-TIYL cells, TEAD-Gal4/YAP UAS-luciferase luminescence | inhibition, % at 9.12 µM | AID 1259422; in the data active = inhibition above about 32%;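 also: 0% = median of test compound wells and 100% = reference inhibitor wells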
GPR151 activ: activators of human GPR151 | Q8TDV0 | PathHunter beta-arrestin GPR151 cells, luminescence | activation, % at 11.2 µM | 1% of 650,000 active | AID 1508602; in the data active = activation above about 4.9%;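 also: 0% = median of compound wells and 100% = cells with positive control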
Target sequence (Q8TDV0 whole entry, looked up): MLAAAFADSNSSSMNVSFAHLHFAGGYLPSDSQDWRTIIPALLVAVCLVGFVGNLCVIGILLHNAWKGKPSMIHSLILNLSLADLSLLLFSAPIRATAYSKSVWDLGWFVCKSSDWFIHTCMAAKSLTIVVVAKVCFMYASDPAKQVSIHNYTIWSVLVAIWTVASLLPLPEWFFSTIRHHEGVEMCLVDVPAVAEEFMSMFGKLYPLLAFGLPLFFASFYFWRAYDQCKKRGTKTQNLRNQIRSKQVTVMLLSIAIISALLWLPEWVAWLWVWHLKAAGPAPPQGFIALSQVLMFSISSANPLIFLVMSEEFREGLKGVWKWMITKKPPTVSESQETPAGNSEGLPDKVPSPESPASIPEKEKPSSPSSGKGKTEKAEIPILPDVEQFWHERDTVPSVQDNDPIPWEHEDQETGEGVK
MITF inh: inhibitors of human MITF; 0.91% of 650,000 active; AlphaScreen MITF homodimerization, bead proximity signal; O75030; inhibition, % at 2.6 µM; AID 1259374; in the data active = inhibition above about 50%;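 also: 0% = vehicle wells with protein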
FBW7 activator: activators of human E3 ligase FBW7. Q969H0. AlphaScreen FBW7–phospho-cyclin E peptide binding, activator screen. normalized activity (activation), % at 26.1 µM. 0.13% of 650,000 active. AID 1259310; in the data active = normalized activity above about 1.9%;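 also: purified mutant Fbw7 with reduced substrate affinity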
Target sequence (Q969H0 whole entry, looked up): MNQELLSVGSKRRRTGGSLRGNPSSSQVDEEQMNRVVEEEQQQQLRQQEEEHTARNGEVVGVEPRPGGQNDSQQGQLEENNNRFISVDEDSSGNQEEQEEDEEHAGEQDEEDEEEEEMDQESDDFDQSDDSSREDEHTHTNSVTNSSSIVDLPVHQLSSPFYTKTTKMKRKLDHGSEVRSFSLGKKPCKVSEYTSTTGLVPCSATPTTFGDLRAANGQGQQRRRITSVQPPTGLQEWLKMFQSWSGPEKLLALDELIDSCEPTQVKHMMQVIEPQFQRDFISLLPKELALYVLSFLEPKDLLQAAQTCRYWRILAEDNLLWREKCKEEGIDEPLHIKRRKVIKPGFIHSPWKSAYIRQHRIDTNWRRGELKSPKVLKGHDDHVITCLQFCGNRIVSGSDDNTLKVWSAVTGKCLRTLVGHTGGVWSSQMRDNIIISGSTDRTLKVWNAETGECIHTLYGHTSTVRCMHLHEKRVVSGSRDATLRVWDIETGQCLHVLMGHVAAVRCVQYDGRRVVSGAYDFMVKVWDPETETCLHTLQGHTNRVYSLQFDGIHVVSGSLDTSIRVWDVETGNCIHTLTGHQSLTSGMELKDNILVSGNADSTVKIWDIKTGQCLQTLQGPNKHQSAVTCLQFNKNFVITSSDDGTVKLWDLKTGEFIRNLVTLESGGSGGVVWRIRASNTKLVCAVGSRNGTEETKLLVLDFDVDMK
Starred values were filed as active, the others as inactive; & = joins results of further samples.

SMILES | TEAD-YAP inh | GPR151 activ | MITF inh | FBW7 activator
O=C(NCC1CCC2(CCN(C(=O)Cc3ccsc3)CC2)O1)c1ccccn1 (centres undefined) | 10.9 | 0.6 | 6.8 | -0.1
O=c1[nH][nH]c(=O)c2c(N=Cc3cc(Cl)cc(Cl)c3O)cccc12 | -3.3 | 0.6 | -6.9 | 0.4
C1CN(c2nc3nonc3nc2N2CCOCC2)CCO1 | 1.5 | -0.2 | 10.1 | -0.1
CCOC(=O)c1c(NC(=O)C(C)Sc2nnc(CNC(=O)c3cccc(OC)c3)n2CCc2ccccc2)sc2c1CCC2 (centres undefined) | 7.8 | -0.5 | 8.5 | 0.3
CCc1c(C)c(C#N)c2nc3ccccc3n2c1N1CCN(Cc2ccccc2)CC1 | 13.3 | 1.2 | 6.0 | 0.1
CCS(=O)(=O)c1nsc2nc(=O)c(/C=C3\C=CC(=O)C(O)=C3)c(N)n12 | -3.4 | 0.5 | 23.5 | -0.4
CC(=O)Nc1ccccc1-c1nc2ccc(C(=O)NC3CCC(C)CC3)cc2[nH]c1=O (centres undefined) | -3.8 | -2.4 | -4.6 | -0.2
CCN(CC)c1nc(NCCN2CCOCC2)nc(Nc2ccc(N3CCOCC3)cc2)n1 | 7.8&19.4 | -1.7&-1.9 | 16.5&21.5 | 0.1&0.3
COc1ccc(CCN2C(=O)CC(C(=O)Nc3ccc(I)cc3)SC2=Nc2ccc(Cl)cc2)cc1OC (centres undefined) | -14.7 | -1.3 | -0.1 | 0.5
Cc1ccc(S(=O)(=O)Nc2ccccc2C(=O)Nc2sc3c(c2C#N)CCCC3)cc1 | 25.9 | -0.4 | 5.8 | 0.0
COc1ccc(-c2noc(CCC(=O)NC3CCCCC3)n2)cc1OC | 5.6 | 1.8 | 15.0 | 0.2
O=C(Nc1ccc(N2CCOCC2)c(Cl)c1)C(Cl)(Cl)Cl | -18.8 | -0.1 | -13.2 | 0.4

The listing continues:
SMILES | TEAD-YAP inh | GPR151 activ | MITF inh | FBW7 activator
CC1=CCC2C(=O)N(c3ccc(O)cc3)C(=O)C2C1 (centres undefined) | 2.5 | 0.4 | -12.3 | 0.0
COc1ccccc1NC(=O)CSc1ncn(-c2ccccc2)n1 | -3.2 | -1.2 | -1.7 | 0.0
Cc1cccc2c(C(=O)O)cc(-c3ccc4c(c3)OCCO4)nc12 | 4.4 | 0.6 | 7.1 | 1.8
COc1ccc(N2CC(C(=O)Nc3cc(C(C)(C)C)ccc3OC)CC2=O)cc1 (centres undefined) | 15.6 | 0.0 | 13.5 | 0.1
CCOC(=O)c1c(Nc2nc(C)cs2)sc2c1CCCC2 | 2.9 | 0.6 | 6.3 | -0.1
COc1ccc(/C(C)=N\NC(=O)c2cccs2)cc1OC | -63.1 | -1.5 | 10.6 | 0.1
Cc1cc(S(=O)(=O)N(Cc2ccccc2)Cc2ccccc2)ccc1-n1cnnn1 | -3.4 | -0.7 | 19.2 | 0.2
NC(=O)C1CCN(C(=S)c2cccnc2)CC1 | 4.1 | 0.6 | -6.7 | 0.0
CCOC(=O)c1ccc(-n2c(=S)[nH]c3ccccc3c2=O)cc1 | -18.6 | -1.3 | 5.3 | -0.2
O=C(Nc1ccc(-c2nc3ccccc3s2)cc1)c1ccc(Cl)c([N+](=O)[O-])c1 | -11.9 | 1.5 | -5.6 | 0.1
CCCNC(=O)Cc1cn(-c2ccc(Nc3ccc(N4CCOCC4)cc3)nn2)c2ccccc12 | -4.9 | -0.3 | 15.7 | 0.1
Cn1c2ccccc2n2c(=O)n(CC(=O)N3CCCC3)nc12 | 1.6 | -1.4 | -5.1 | 0.7

Remaining list, next part:
SMILES | TEAD-YAP inh | GPR151 activ | MITF inh | FBW7 activator
O=C(c1ccc2ccccc2c1)N1CCC2(CC1)OCCN2S(=O)(=O)c1cccs1 | -1.7 | -0.7 | 9.4 | -0.1
Cc1ccc2c(c1)N(C(=O)CCC(=O)NCc1ccccc1Br)CCO2 | 4.3 | -3.2 | 14.8 | 0.6
Cc1cccc(-n2nc3c(c2NC(=O)c2ccco2)CS(=O)(=O)C3)c1C | 3.0 | -1.9 | 17.6 | 0.6
CC(=O)c1ccc(NC(=O)CCc2ccc(C)o2)cc1 | -25.2 | -0.1 | -9.3 | 0.3
CC(C)CNC(=O)c1cnc2sccn2c1=O | -12.4 | -0.9 | 6.4 | -0.2
COc1ccc(OCC(=O)c2c(O)c3ccccc3oc2=O)cc1 | -0.2 | -0.6 | 35.4 | 1.1
c1ccc(-n2cnc3c(Nc4ccc(N5CCOCC5)cc4)nc(Nc4ccncc4)nc32)cc1 | 25.2 | -3.3 | 13.3 | -0.1
COc1ccc(-c2cccc(C(=O)NCCC(=O)O)c2)cc1 | 3.6 | 1.3 | 7.9 | 0.1
CC(C)CCN1CCNC(=O)C1CC(=O)NCCn1cccn1 (centres undefined) | 6.2 | -1.1 | 2.4 | -0.1
COc1ccc(-c2cc(C(F)(F)F)n3nc(C(=O)Nc4ccc(C(C)=O)cc4)cc3n2)cc1 | -7.1 | -0.9 | -0.3 | 0.1
O=C1CCCN1CCCNc1nc(Nc2ccc3ncccc3c2)nc2c1ncn2C1CCCCC1 | 11.0 | -2.6 | -5.8 | -0.1
CC(=O)c1ccc(NC(=O)Nc2ccc(Cl)cc2)cc1 | -85.9 | 0.7 | 11.6 | 0.3

Next part
SMILES | TEAD-YAP inh | GPR151 activ | MITF inh | FBW7 activator
CCOc1ccccc1N1C(=O)NC(=O)/C(=C/c2ccc(OC)c([N+](=O)[O-])c2)C1=O | -1.0 | -0.3 | -0.3 | 0.1
Cc1ccc(-c2nc(CS(=O)CC(=O)N3CCOCC3)c(C)o2)cc1 (centres undefined) | 0.3 | 0.5 | 6.7 | -0.2
O=C(CCS(=O)(=O)Cc1ccccc1)Nc1ccc(Cl)cn1 | 7.4 | -0.3 | 10.1 | 0.0
CCOC(=O)c1cnn(-c2ccc(C)cc2)c1N | -60.5 | -0.7 | 2.8 | 0.2
COc1cccc(OC)c1C(=O)OCc1ccc(Cl)cc1 | -6.3 | 0.4 | -6.6 | 0.3
Cc1ccc(-n2c(=S)sc3c(=O)[nH]c(SCC(=O)NCc4ccccc4)nc32)c(C)c1 | -0.8 | -0.9 | -14.0 | 0.0
C=CCn1c(N2CCN(C(=O)OCC)CC2)cc(=O)n(C)c1=O | 3.9 | 0.4 | 4.9 | 0.0
COc1ccc(CCn2c(NN)nc3ccsc3c2=O)cc1OC | 8.0 | -1.5 | 6.2 | 0.1
Cc1cc(=O)oc2cc(OCC(=O)OCN3C(=O)c4ccccc4C3=O)ccc12 | 2.0 | 1.1 | 19.2 | 0.2
COc1ccccc1C(=O)NC1CCN(CC(N)=O)CC1 | 6.1 | 2.8 | -12.5 | 0.2
O=S(=O)(NCCN1CCN(S(=O)(=O)c2ccc(F)cc2)CC1)c1ccc(F)cc1 | -7.0 | 0.1 | -0.5 | -0.1
CC1CCCC(NC(=O)c2cc3c(s2)CSC3)C1C (centres undefined) | -33.7 | -0.9 | 5.0 | 0.3

The listing continues:
SMILES | TEAD-YAP inh | GPR151 activ | MITF inh | FBW7 activator
O=C(OCC(=O)N1CCOCC1)c1cccc(F)c1 | -17.1 | -3.4 | -16.9 | 0.0
COC(CNC(=O)c1ccc2c(c1)nc(C)n2-c1cccc(F)c1)OC | 4.0 | 1.2 | 4.8 | 0.0
Cc1ccc(C(=O)c2sc3nc4c(c(-c5cccs5)c3c2N)CCCC4)cc1 | 2.7 | 1.2 | 15.2 | 0.3
CCCCCCc1c(C)c2ccc(OCC(N)=O)cc2oc1=O | -13.4 | 0.2 | -6.6 | 0.1
O=C1N(Cc2cccc(Cl)c2)C[C@@H]2C[C@@H](c3cccs3)N3CCC[C@@]123 | 15.9 | 0.9 | 1.3 | -0.1
CCc1nn(CC(=O)NCCCN(C)C2CCCCC2)c(=O)c2cc3occc3n12 | -9.4 | 0.3 | 6.7 | 0.2
O=C(CNC(=O)c1ccco1)N/N=C/c1cccs1 | -8.2 | 1.0 | -5.4 | 0.0
CS(=O)(=O)N1N=C(c2ccc(Br)cc2)CC1c1nc2ccccc2[nH]1 (centres undefined) | -20.3 | -0.7 | -4.5 | -0.1
CCc1ccc(S(=O)(=O)c2nnn3c2nc(NCC2CCCO2)c2sccc23)cc1 (centres undefined) | -10.4 | 0.0 | -6.7 | -0.2
Cc1ccc(NC(=O)CCC(=O)NNC(=O)c2ccccc2[N+](=O)[O-])c(C)c1 | 1.1 | 0.5 | -2.0 | 0.1
COc1cccc(NC(=O)CSc2nnc(-c3ccc(C)cc3)c(-c3ccc(C)cc3)n2)c1 | 0.0 | -1.6 | 3.6 | 0.0
CCCN(CCC)c1nc(NC(C)(C)C)nc(N2CCOCC2)n1 | 10.3 | -0.7 | -10.6 | 0.0

More structures follow:
SMILES | TEAD-YAP inh | GPR151 activ | MITF inh | FBW7 activator
Cc1cc(C)n2nc(C(=O)N3CCCSC3=Nc3ccccc3)nc2n1 | -2.6 | -1.4 | -8.0 | -0.1
CCCC(=O)Nc1ccc(-c2nc3ccc(C)cc3s2)cc1 | -6.6 | -0.1 | -1.1 | -0.1
CCN1CCCC1CNC(=O)CSCc1nc(-c2ccccc2C)oc1C (centres undefined) | -3.8 | -0.3 | 2.1 | -0.2
CCC(C(=O)OC)n1cnc2c(nnn2Cc2ccc(Cl)cc2)c1=O (centres undefined) | 6.0 | 0.6 | 4.6 | 0.0
O=C(Nc1ccccc1C(=O)N/N=C/c1ccccn1)c1ccc(Cl)cc1 | 12.0 | -1.9 | 19.1 | 0.0
Cc1cccnc1C(c1ccc(F)cc1)N(C)C(=O)C1CCN(C(=O)NC(C)C)CC1 (centres undefined) | -0.9 | 2.6 | 8.7 | 0.1
CSc1nnc2n(C)c(=O)c3c4c(sc3n12)COC(C)(C)C4 | -0.2 | 0.1 | -0.1 | 0.2
O=C1c2ccccc2C(=O)c2cc(S(=O)(=O)Nc3ccccc3)ccc21 | 8.2 | 0.0 | 15.1 | 0.0
COc1ccc(C(CC(=O)O)NC(=O)COc2ccc(Cl)c(C)c2)cc1OC (centres undefined) | -2.4 | -1.2 | 11.9 | 0.1
O=C(c1nn2c(C(F)(F)F)cc(-c3ccco3)nc2c1Br)N1CCCC1 | -4.5 | -0.1 | 2.0 | 0.0
CCOC(=O)c1ccccc1NC(=O)CSc1ccc2nnc(-c3cccnc3)n2n1 | -5.8 | 0.5 | 5.6 | 0.9
COc1ccccc1/C=N/n1c(C)nnc1-n1nc(C)cc1C | 2.0 | 0.1 | 4.5 | 0.1

Complete entries as entered above:
Listed for CCN1CCCC1CNC(=O)CSCc1nc(-c2ccccc2C)oc1C (centres undefined) → TEAD-YAP inh: -3.8; GPR151 activ: -0.3; MITF inh: 2.1; FBW7 activator: -0.2
Listed for Cc1cc(C)n2nc(C(=O)N3CCCSC3=Nc3ccccc3)nc2n1 → TEAD-YAP inh: -2.6; GPR151 activ: -1.4; MITF inh: -8.0; FBW7 activator: -0.1

As entered above:
For GPR151 activ, Cc1cccnc1C(c1ccc(F)cc1)N(C)C(=O)C1CCN(C(=O)NC(C)C)CC1 (centres undefined) is entered as 2.6
For FBW7 activator, O=C1c2ccccc2C(=O)c2cc(S(=O)(=O)Nc3ccccc3)ccc21 is entered as 0.0
For GPR151 activ, O=C(Nc1ccccc1C(=O)N/N=C/c1ccccn1)c1ccc(Cl)cc1 is entered as -1.9
For TEAD-YAP inh, Cc1cc(C)n2nc(C(=O)N3CCCSC3=Nc3ccccc3)nc2n1 is entered as -2.6
For GPR151 activ, CSc1nnc2n(C)c(=O)c3c4c(sc3n12)COC(C)(C)C4 is entered as 0.1
For MITF inh, CCC(C(=O)OC)n1cnc2c(nnn2Cc2ccc(Cl)cc2)c1=O (centres undefined) is entered as 4.6
For FBW7 activator, CCN1CCCC1CNC(=O)CSCc1nc(-c2ccccc2C)oc1C (centres undefined) is entered as -0.2

(list continues)
SMILES | TEAD-YAP inh | GPR151 activ | MITF inh | FBW7 activator
COc1ccc(Cl)cc1NC(=S)N1CCN(S(C)(=O)=O)CC1 | 5.0 | -0.2 | 9.0 | 0.0
COc1cccc(CC2(CO)CCCN(Cc3csc(C(C)=O)c3)C2)c1 (centres undefined) | 5.3 | -2.7 | 8.5 | 0.8
O=[N+]([O-])c1cc(S(=O)(=O)N2CCCC2)ccc1N1CCCCC1 | 4.4 | -1.8 | 9.5 | 0.3
COc1ccc(N=Cc2c(Nc3ccccc3)nc3c(C)cccn3c2=O)cc1 | -3.1 | -0.4 | -7.6 | -0.1
CN(C)c1ccc(C2CC(=O)c3cnc(N)nc3C2)cc1 (centres undefined) | -16.2 | -2.2 | 15.7 | 0.3
O=C(NC1CCCC1)C1CCN(Cc2c(F)cccc2Cl)CC1 | 0.4 | -0.3 | 37.6 | 1.1
Cn1c(=O)c2c(SC3CCCC3)nc(-c3cccc([N+](=O)[O-])c3)nc2n(C)c1=O | 4.8 | -1.9 | -3.4 | 0.7
CN(C)c1ccc(CNc2ccc3c(c2)OCO3)cc1 | 7.5 | 0.4 | 20.2 | 0.1
O=C(O)c1ccccc1OCCOCCOc1ccccc1C(=O)O | -2.6 | -0.9 | -9.7 | 0.1
O=C(c1ccc(N2CCCCC2)c([N+](=O)[O-])c1)N1CCCCC1 | -5.1 | 0.9 | 14.2 | -0.1
CC1CC(C)CN(C(=O)/C=C/c2ccc([N+](=O)[O-])s2)C1 (centres undefined) | 1.8 | -0.4 | 5.1 | -0.1
CC1=NN(c2nc(-c3cccc([N+](=O)[O-])c3)cs2)C(=O)/C1=C\c1ccc(N(C)C)cc1 | 12.9 | -0.3 | -0.6 | 0.1
COc1cccc(OCc2nc(-c3cccc([N+](=O)[O-])c3)no2)c1 | -24.7 | 1.4 | 6.0 | -0.1
O=C(C1CC(c2ccccc2F)=NO1)N1CCCCC1 (centres undefined) | -57.4 | 0.1 | -5.3 | -0.1
